KKLEB tox = reduces viability of KKLEB cystic fibrosis airway cells; hit rate 0.36% among 360,000; AID 602141; KKLEB CF airway cells viability, ATPlite luminescence, overnight; stronger effect = lower value; cells stimulated with P. aeruginosa culture filtrate; activity change (cytotoxicity), % at 5 µM;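 active means corrected activity change at or below -50% at 5 µM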
TROY NFkB inh = blocks TROY-dependent signaling in reporter cells; Q293 LMP1-TROYcd NF-kB luciferase reporter, 4 h; inhibition, % at 10 µM; hit rate 0.98% among 360,000; AID 1347056;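 active means compounds whose plate-normalised and pattern-corrected inhibition of the luciferase reporter signal at the single screening dose is 50% or more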
SRC3 inh = inhibits human SRC3 coactivator; Q9Y6Q9; HEK293 GAL4-SRC3 luciferase reporter, luminescence; inhibition, % at 3.6 µM; hit rate 0.17% among 360,000;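 active means inhibition above a per-campaign cutoff, the mean of all compounds plus 3 SD, cut at about 60% in these data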;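 further: 0% = DMSO-treated cells and 100% = gossypol-treated cells at 36 µM; higher means less SRC3-driven luciferase light from the GAL4 reporter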
TWEAK-Fn14 inh = inhibitors of TWEAK-Fn14 interaction signaling; AID 1159606; TWEAK-stimulated Fn14 reporter cells, luciferase luminescence, 8 h; hit rate 2% among 360,000; inhibition, % at 10 µM; in the data active means inhibition above about 50%
TRAIL sens C8 = sensitizes caspase-8 expressing cells to TRAIL. NB7+C8 cells + TRAIL, ATPlite viability luminescence. inhibition (viability loss, TRAIL sensitization), % at 10 µM. AID 624354. hit rate 1% among 360,000;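 active means compounds causing at least 50% loss of cell viability in the single-dose screen, relative to plate controls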
SRC1 inh = inhibitors of human steroid receptor coactivator 1 (SRC1); HEK293 GAL4-SRC1 luciferase reporter, luminescence; Q15788; hit rate 0.12% among 360,000; inhibition, % at 3.6 µM;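 active means inhibition above the campaign mean plus 3 SD, with each screening campaign given its own cutoff, cut at about 60% in these data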;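 further: 0% = DMSO treated cells and 100% = gossypol at 36 µM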
NCOA2 inhibitor = inhibits human steroid receptor coactivator 2; Q15596; HEK293 GAL4-SRC2 luciferase reporter, luminescence; inhibition, % at 9 µM; hit rate 0.17% among 370,000; AID 651957;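 active means inhibition above the mean inhibition of all tested compounds plus 3 SD, set per campaign, cut at about 52% in these data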;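 further: 0% = DMSO treated cells and 100% = cells given Gossypol at 36 µM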
NR5A2 inv ag = inverse agonists of human LRH-1 (NR5A2) | O00482 | HEK293T StAR-luciferase reporter, LRH-1 transfected, 24 h | inhibition, % at 3.6 µM | hit rate 0.13% among 360,000;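 active means inhibition above the mean inhibition of all tested compounds plus 3 SD, cut at about 73% in these data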;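 further: 0% = DMSO wells and 100% = reporter-only cells lacking LRH-1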
Target sequence (O00482 whole entry, looked up): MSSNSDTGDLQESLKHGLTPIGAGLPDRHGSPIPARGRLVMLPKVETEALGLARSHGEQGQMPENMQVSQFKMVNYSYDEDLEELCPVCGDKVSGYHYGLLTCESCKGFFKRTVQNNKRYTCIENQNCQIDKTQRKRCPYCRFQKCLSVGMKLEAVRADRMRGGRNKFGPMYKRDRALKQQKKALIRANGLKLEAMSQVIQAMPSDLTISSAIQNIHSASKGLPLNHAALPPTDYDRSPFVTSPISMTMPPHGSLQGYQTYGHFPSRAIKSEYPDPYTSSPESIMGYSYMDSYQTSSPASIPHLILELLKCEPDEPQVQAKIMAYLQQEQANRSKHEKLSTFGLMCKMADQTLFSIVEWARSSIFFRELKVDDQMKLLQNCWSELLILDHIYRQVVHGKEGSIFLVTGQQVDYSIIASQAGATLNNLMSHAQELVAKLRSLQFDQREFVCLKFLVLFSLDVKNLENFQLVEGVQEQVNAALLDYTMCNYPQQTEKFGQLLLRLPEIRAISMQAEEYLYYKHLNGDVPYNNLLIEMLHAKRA
LMP1 NFkB inh = Epstein-Barr LMP1 NF-kappaB reporter inhibition. hit rate 0.69% among 350,000. AID 504558. LMP1-induced NF-kappaB luciferase reporter cells, luminescence. inhibition, % at 12.5 µM; in the data active means inhibition above about 41%;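 further: 0% = neutral control wells and 100% = reference inhibitor control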
NR2F2 inh = NR2F2 (human) inhibition, primary screen | HEK293T NGFI-A luciferase reporter, luminescence | inhibition, % at 8.6 µM | hit rate 0.7% among 370,000 | AID 686940;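 active means inhibition above a per-plate cutoff, mean inhibition of test wells between control levels plus 3 SD, cut at about 38% in these data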;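 further: cells cotransfected with COUP-TFII expression vector driving the NGFI-A reporter; 0% = median of COUP-TF2 test wells and 100% = reporter-only cells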
Target sequence (P24468 whole entry, looked up): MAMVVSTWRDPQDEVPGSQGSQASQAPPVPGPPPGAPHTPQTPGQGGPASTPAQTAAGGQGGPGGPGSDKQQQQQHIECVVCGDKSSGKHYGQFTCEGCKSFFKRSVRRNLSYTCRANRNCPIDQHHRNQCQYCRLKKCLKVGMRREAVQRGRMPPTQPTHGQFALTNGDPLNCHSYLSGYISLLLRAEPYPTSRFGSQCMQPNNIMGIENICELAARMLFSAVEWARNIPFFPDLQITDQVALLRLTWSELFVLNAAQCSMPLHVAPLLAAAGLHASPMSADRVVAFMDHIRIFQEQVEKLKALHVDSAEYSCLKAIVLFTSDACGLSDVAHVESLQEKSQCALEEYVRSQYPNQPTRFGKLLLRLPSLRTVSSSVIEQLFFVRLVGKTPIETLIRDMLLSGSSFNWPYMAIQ
CF NFkB inh = inhibitors of cystic fibrosis induced NF-kB. inhibition, % at 5 µM. hit rate 0.86% among 360,000. AID 588850. KKLEB NF-kB-GFP reporter, PAF-induced, GFP fluorescence overnight;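 active means at least 50% inhibition at 5 µM, scaled per plate between neutral and stimulator controls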;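 further: PAF is a Pseudomonas aeruginosa culture filtrate used as stimulus; plate controls were PAF-stimulated DMSO wells for no effect and unstimulated DMSO wells for full effect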
* = called active by the depositor; . = not tested or not shown; & = joins results of further samples.

SMILES	KKLEB tox	TROY NFkB inh	SRC3 inh	TWEAK-Fn14 inh	TRAIL sens C8	SRC1 inh	NCOA2 inhibitor	NR5A2 inv ag	LMP1 NFkB inh	NR2F2 inh	CF NFkB inh
COc1ccc(CCN2C(=NC(=O)CC(C)C)SC3CS(=O)(=O)CC32)cc1OC (stereo unspecified)	-7	5	16	5	-10	-20	-24	8	4	11	9
CC1CC(C)CN(CCCNC(=O)Cn2ncc3c([nH]c4ccccc43)c2=O)C1 (stereo unspecified)	12	-14	-14	4	25	10	12	-8	-6	26	-22
CC(C)n1c(N2CCN(CC(=O)NCc3cccs3)CC2)nc2ccccc21	1	-9	-21	12	3	-1	-6	-14	6	4	3
Cc1ccc(-n2cnc(=O)c3cccnc32)cc1	4	-9	6	4	-15	-20	-8	-12	-2	-17	4
COc1ccc(C(=O)/C=C/Sc2nc3ccccc3o2)cc1	-10	37	-13	61*	37	-27	-24	2	-18	-5	54*
COc1ccccc1S(=O)(=O)N1CCN(S(=O)(=O)c2cccs2)CC1	3	-6	-13	-4	3	-23	-17	18	-1	7	-10
CC(=O)NC12CC3CC(C1)CC(C(=O)N1CCN(S(=O)(=O)c4cccc(F)c4)CC1)(C3)C2	12	18	12	7	-11	-9	-5	-11	4	14	2
CC1CCCN(Cc2nc3c(c(=O)n(C)c(=O)n3C)n2CC(N)=O)C1 (stereo unspecified)	6	1	-9	-19	-10	9	-6	8	-4	-2	17
O=S(=O)(/N=C(\c1ccc(Cl)cc1)N1CCOCC1)c1ccccc1	11	-1	3	-3	18	19	-16	0	-2	11	-22
Cc1ccc(-c2cn(-c3ccccc3)c(SCC(N)=O)n2)cc1C	4	20	-12	-33	-10	-11	-48	-45	-22	-83	0
CCOC(=O)C1CCN(S(=O)(=O)c2ccc(-c3ccccn3)s2)CC1	11	-10	25	-12	-3	2	-20	-4	.	7	-1
O=C1c2ccccc2C(=O)c2c1cccc2N1CCCC1	2	-41	-5	15	10	-13	-6	-21	3	2	-16
CCOc1ccc(NC(=O)COc2ccc(S(=O)(=O)N3CCCC3)cc2)cc1	-5	3	15	0	13	-15	2	10	1	4	-8
Cc1ccc(C)c(NC(=O)CS(=O)(=O)c2cccc3nsnc23)c1	7	14	9	2	8	3	-35	8	-18	11	9
Cn1c(-c2nonc2N)nc2ccccc21	6	-5	8	-4	-5	-8	1	-4	-7	-1	-18
COc1ccccc1CNC(=O)CSc1n[nH]c(N)n1	-8	19	-23	13	12	-4	19	18	10	23	-1
NNC(=O)CNc1cccc(Br)c1	16	-28	-18	12	-2	8	-3	0	13	-5	-4
Cc1cc(SCCOc2ccccc2)nc(N)n1	0	-53	-50	-2	6	-26	-14	-52	-3	-36	-2
COc1ccccc1-c1nnc(NC(C)=O)s1	8	-46	-60	-12	20	-74	-51	-57	-7	-43	-21
O=C(Nc1ccc(Cl)c(S(=O)(=O)N2CCOCC2)c1)c1ccc2c(c1)OCCO2	3	45	16	29	27	-3	7	-9	11	28	19
O=C1CC(N2CCN(c3ccccc3Cl)CC2)C(=O)N1c1cccc(F)c1 (stereo unspecified)	3	-10	18	5	-2	11	-13	-8	-8	-4	4
CCOC(=O)c1c(C)n(C)c2cc(-c3ccc(C)cc3)c(O)cc12	0	4	3	-22	2	9	19	-35	-7	-14	-18
CCC(C)c1ccc(NC(=S)NC(C)C2CCCO2)cc1 (stereo unspecified)	-2	-23	-7	-3	1	-1	-15	0	-7	-8	3
COc1ccc(CNc2nc3c(c(=O)n(Cc4ccc(Cl)cc4)c(=O)n3C)n2C)cc1	2	43	29	41	26	10	9	12	37	-3	31
Cc1cc(N2CCCC2)nc2ccccc12	2	-7	-22	1	2	-8	-2	20	-1	10&1	-13
Cc1ccc(NC(=O)CS(=O)CC(=O)N(CC(=O)NC(C)(C)C)c2cccc(C)c2C)cc1 (stereo unspecified)	7	16	4	42	-4	-10	-3	6	-3	-8	2
CN(C(=O)CSc1ncc(C(F)(F)F)cc1Cl)c1c(N)n(Cc2ccccc2)c(=O)[nH]c1=O	3	5	19	-15	-1	-11	2	1	-2	7	-12
Cc1c(N=C2N=C(NC(=O)Nc3ccc(Cl)cc3)c3ccccc32)c(=O)n(-c2ccccc2)n1C	-41	-22	7	-42	-5	5	-10	-14	5	-11	51*
Cc1ccc(S(=O)(=O)N2CCC(C(=O)NCCc3ccc(S(N)(=O)=O)cc3)CC2)cc1	1	19	-11	15	-6	-2	2	-29	0	20	5
CN(C)C(=O)CN(C)S(=O)(=O)c1ccc(Cl)cc1	-8	-9	8	7	28	-10	-7	-25	0	6	6
CCCCN(C)C1=Nc2cccc3cccc1c23	2	-12	8	-44	-3	1	-11	-6	2	-7	-27
COc1ccc(Cc2c(-c3ccc(Cl)cc3)nc3c(C)cc(Br)cn23)c(C)c1	-16	21	16	30	5	3	-37	5	.	1	-3
CCn1c(=O)c(C(C)=O)c(O)c2ccccc21	-11	-11	8	7	-8	13	-9	-7	-4	-12	10
Cc1cc(C)nc(SCC(=O)Nc2ccc(S(=O)(=O)Nc3ncccn3)cc2)n1	2	-15	-21	2	0	0	11	-5	-1	2	-10
OC(COCc1ccccc1)CN1CCCCC1 (stereo unspecified)	3	-33	8	10	-2	-8	0	3	2	0	1
Cc1ccc([N+](=O)[O-])cc1NC(=O)c1c(-c2ccccc2)noc1C	-12	5	-5	-6	-2	-24	-19	-14	-19	5	14
CCOC(=O)C1=NNC2(c3ccc(Cl)cc3)C(=O)N(c3cc(C)cc(C)c3)C(=O)C12 (stereo unspecified)	-2	6	10	5	5	-22	1	13	-6	8	6
CC1(C)NC(=O)N(CCOCCOc2ccccc2-c2ccccc2)C1=O	-11	-15	11	-12	2	5	9	14	-7	14	-5
COc1ccc(CCC(=O)N2CCCC(Nc3ccccc3)C2)cc1OC (stereo unspecified)	-1	8	0	11	-5	4	18	-2	9	2	-1
CCO/C=N/Nc1nc(C(F)(F)F)nc2c1cnn2Cc1ccccc1	4	27	1	8	-8	-40	0	25	-6	8	-7
Cc1cc(C(=O)N2CCN(c3ccc([N+](=O)[O-])cc3)CC2)c(C)o1	-12	24	5	6	-10	-10	8	5	-2	6	8
CC1CCc2cc(F)ccc2N1C(=O)c1cccnc1 (stereo unspecified)	-3	-11	-5	4	2	5	-4	10	6	-9	4
O=c1[nH]c(CN2CCOCC2)nc2ccccc12	2	4	-10	6	-7	-5	-13	-2	-7	-9	0
CCCNc1nc(OC(C(F)(F)F)C(F)(F)F)nc(OC(C(F)(F)F)C(F)(F)F)n1	-4	17	40	7	3	1	-17	12	8	-8	1
Cc1cccc(CN2CCN(C(=O)CN(C)C(C)C(=O)Nc3ccc(C(N)=O)cc3)CC2)c1 (stereo unspecified)	2	9	-2	15	-13	13	-19	1	0	-5	-5
O=C(N/N=C/C=C/c1ccco1)c1cccnc1	-3	11	-15	-3	-11	3	4	5	-2	-15	1
Cc1c2c(nc3c(C(=O)NC4CCCC4)cnn13)CCCC2	0	-9	3	-7	6	-38	-26	6	11	1	9
CCOC(=O)c1oc2ccccc2c1NC(=O)c1cccc(OC)c1OC	-22	-10	-27	18	23	-7	1	-15	10	16	13
COc1cc(NC(=O)C2=CC(c3cccs3)=NS(=O)(=O)N2C)cc(OC)c1OC	-4	-5	0	-12	-13	1	-1	6	-1	12	2
CCCOc1ccc(/C=N/NC(=O)C(=O)Nc2ccccn2)cc1	9	-22	4	-26	-1	-47	-15	-13	-8	20	-3
The list continues:
SMILES	KKLEB tox	TROY NFkB inh	SRC3 inh	TWEAK-Fn14 inh	TRAIL sens C8	SRC1 inh	NCOA2 inhibitor	NR5A2 inv ag	LMP1 NFkB inh	NR2F2 inh	CF NFkB inh
O=C(NC(=S)NC1C2CC3CC(C2)CC1C3)C12CC3CC(CC(C3)C1)C2 (stereo unspecified)	-21	-2	2	14	6	21	2	1	4	-4	42
Cc1noc(NS(=O)(=O)c2ccc(NC(=O)c3cccc(S(=O)(=O)Nc4ccccc4F)c3)cc2)c1C	-8	4	-4	10	5	-6	10	-3	1	-3	24
CNC(=O)C1(c2ccccc2)CCCCC1	-7	4	-19	-23	-5	-2	-13	-1	4	20	18
COc1cc(SC)ccc1C(=O)Nc1ccon1	8	-43	-63	-7	11	-61	-31	-102	8	-58	-4
COc1ccc([C@@H](C)NC(=O)CCc2nnc(-c3cc(C)on3)o2)cc1	-7	5	15	-5	-13	6	-25	13	-7	-8	-8
CN(C)C(CNC(=O)c1ccc2c(c1)S(=O)(=O)c1ccccc1C2=O)c1ccco1 (stereo unspecified)	-4	9	4	-6	5	7	-24	19	0	0	-2
CN(Cc1ccc(F)cc1)C(=O)COc1ccccc1-c1ccccc1	-10	-4	-11	5	-10	10	-8	-7	1	10	0
COc1ccccc1CNC(=O)c1ccc(S(=O)(=O)N2CCCC2)cc1	0	3	12	7	12	12	-2	3	-4	-27	0
Cc1ccc(C(=O)Cn2nnc3ccccc32)cc1	3	-49	-84	-23	3	-78	-39	-106	-22	-16	11
CCC(=O)Nc1ncc2c(n1)CC(c1ccco1)CC2=O (stereo unspecified)	-9	-7	1	5	-3	3	-19	-11	1	-22	-13
CCCCS(=O)(=O)Nc1ccc(C)cn1	0	-36	5	2	-9	1	-14	-7	-7	-9	3
COc1ccc(/C=C/c2cc[n+](C(=O)Cc3ccccc3)cc2)cc1	-6	9	27	8	-3	19	-2	12	11	1	0
CS(=O)(=O)N(CC(=O)N1CCCCCC1)c1ccc(Cl)cc1	5	-2	-5	3	-17	-10	-39	11	6	13	13
CC(C)C[C@@H](CN1CCC[C@@H]1CN1C(=O)C(=O)NC[C@@H]1Cc1ccccc1)N1C[C@H](Cc2ccc(O)cc2)N(CC2CCCCCC2)C(=O)C1=O	14	42	6	23	10	-9	17	19	3	9	8
CC1CC(C)CN(C(=O)COC(=O)Cc2c[nH]c3ccccc23)C1 (stereo unspecified)	4	6	2	9	-24	4	-34	17	-6	-25	-5
Cc1ccccc1Cn1cnc2ccccc21	8	17	20	5	-13	11	-1	24	12	23	-8
Oc1ccccc1C=NNC(=S)Nc1ccc(F)cc1	-13	-28	-53	13	13	-23	-23	-70	30	-50	4
COc1ccc(-n2nc(C(=O)NCC(=O)N3CCCC(C)C3)c3ccccc3c2=O)cc1Cl (stereo unspecified)	-11	-47	-17	-40	17	-1	-4	-8	9	-23	-2
COC(=O)C1CCN(C(=O)COc2ccc(N(C)S(=O)(=O)c3ccc(C)cc3)cc2)CC1	4	-15	1	-3	18	4	9	18	-2	3	-7
CCN(CC)C(=O)Cc1cc(C(=O)O)c2ccccc2n1	6	-8	12	-10	12	1	-41	-5	2	-13	-1

Whole records from above.
Cc1ccccc1Cn1cnc2ccccc21 as listed: KKLEB tox: 8; TROY NFkB inh: 17; SRC3 inh: 20; TWEAK-Fn14 inh: 5; TRAIL sens C8: -13; SRC1 inh: 11; NCOA2 inhibitor: -1; NR5A2 inv ag: 24; LMP1 NFkB inh: 12; NR2F2 inh: 23; CF NFkB inh: -8
CS(=O)(=O)N(CC(=O)N1CCCCCC1)c1ccc(Cl)cc1 as listed: KKLEB tox: 5; TROY NFkB inh: -2; SRC3 inh: -5; TWEAK-Fn14 inh: 3; TRAIL sens C8: -17; SRC1 inh: -10; NCOA2 inhibitor: -39; NR5A2 inv ag: 11; LMP1 NFkB inh: 6; NR2F2 inh: 13; CF NFkB inh: 13

Source: PubChem BioAssay
